Source: PubChem BioAssay (National Center for Advancing Translational Sciences (NCATS))
IDH1 R132H inh – qHTS for Inhibitors of mutant isocitrate dehydrogenase 1 (IDH1): qHTS | Isocitrate dehydrogenase [NADP] cytoplasmic (Homo sapiens), O75874 | IDH1-R132H enzyme, NADPH consumption, diaphorase/resazurin fluorescence | Potency, µM (doses to about 76.6 µM), inactives show top-dose activity change, negative = inhibition, actives largely listed as inhibitors | 0.093% of 390,000 active | AID 602179, 2012; note: potency is the fitted concentration of half-maximal effect; % is set by controls: 0 for no effect and ±100 for the full control effect; nearly all actives have a fitted effect of over 65% in size
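IDH1-R132H (0.5 ug/mL) preincubated 30 min with compound, then NADPH (0.016 mM) and alpha-KG (2 mM) added; 80 min at RT, pH 7.5. Remaining NADPH coupled via diaphorase/resazurin to fluorescence (540/590 nm); concentration-response curves normalized to no-enzyme control.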
TrxR1 inh – qHTS Assay for Inhibitors of Mammalian Selenoprotein Thioredoxin Reductase 1 (TrxR1): qHTS. Thioredoxin reductase 1, cytoplasmic (Rattus norvegicus), O89049. recombinant rTrxR1, NADPH fluorescence consumption, selenite substrate. 1% of 390,000 active. Potency, µM (titrated, usually from 114 µM), for the others: at the top dose activity change, negative = inhibition, hits mostly inhibitors; note: potency is the fitted concentration of half-maximal effect; % is set by controls: 0 for no effect and ±100 for the full control effect; nearly all actives have a fitted effect of over 65% in size
Target sequence (O89049 whole entry, looked up): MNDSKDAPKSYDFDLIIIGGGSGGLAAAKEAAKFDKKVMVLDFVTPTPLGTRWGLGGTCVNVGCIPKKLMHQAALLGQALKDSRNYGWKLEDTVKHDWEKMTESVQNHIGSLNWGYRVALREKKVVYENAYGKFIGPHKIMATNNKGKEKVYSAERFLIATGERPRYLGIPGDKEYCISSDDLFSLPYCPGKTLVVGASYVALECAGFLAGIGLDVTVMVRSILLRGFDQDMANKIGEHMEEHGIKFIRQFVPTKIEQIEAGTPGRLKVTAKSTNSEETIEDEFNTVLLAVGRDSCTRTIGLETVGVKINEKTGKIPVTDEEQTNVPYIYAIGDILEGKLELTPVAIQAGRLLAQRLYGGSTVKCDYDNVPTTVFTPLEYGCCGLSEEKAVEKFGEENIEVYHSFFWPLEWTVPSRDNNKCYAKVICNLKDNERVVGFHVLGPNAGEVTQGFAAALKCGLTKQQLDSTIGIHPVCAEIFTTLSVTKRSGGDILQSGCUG
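Rat TrxR1 (90 nM in the dispensed reagent) was pre-reduced with 400 uM NADPH for 5 min at room temperature, then incubated with compound for 15 min. After 400 uM selenite was added, NADPH fluorescence (Ex 340/Em 450 nm) was followed for 8 min.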
D2 antagonist – HTS Assay for Allosteric Antagonists of the Human D2 Dopamine Receptor: Primary Screen for Antagonists | D(2) dopamine receptor (Homo sapiens), P14416 | HEK293 TREx D2 cells, calcium flux, dopamine EC80 | inhibition, % at 10 µM | 2% of 340,000 active; in the data active = inhibition above about 30%; note: 0% is about no effect
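Compounds are added to dye-loaded, induced HEK293 T-REx cells coupled to calcium release via D2; after a 3 min kinetic read an EC80 dopamine stimulus is given and fluorescence is recorded for 3 more min.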
D2 agonist – HTS Assay for Allosteric Agonists of the Human D2 Dopamine Receptor: Primary Screen for Agonists | HEK293 T-REx D2 cells, calcium flux agonist mode | 0.53% of 340,000 active | activation, % at 2 µM;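 active = activation over 3 SD above normal in the single-dose calcium agonist read, cut at about 30% in these data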; note: 0% is about no effect
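In this primary screen, compounds producing a positive calcium signal within 180 s of addition to tetracycline-induced, force-coupled HEK293 Trex D2 cells are flagged; cells are dye-loaded with a no-wash calcium kit beforehand.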
TRHR agonist – qHTS for Small Molecule Agonists and Allosteric Enhancers of Human TRH Receptor: Primary Screen for Agonists; 0.18% of 360,000 active; activation, % at 2 µM; TRHR cells, calcium flux fluo-8, FDSS agonist mode; in the data active = activation above about 30%; note: 0% is about no effect
Target sequence (P34981 whole entry, looked up): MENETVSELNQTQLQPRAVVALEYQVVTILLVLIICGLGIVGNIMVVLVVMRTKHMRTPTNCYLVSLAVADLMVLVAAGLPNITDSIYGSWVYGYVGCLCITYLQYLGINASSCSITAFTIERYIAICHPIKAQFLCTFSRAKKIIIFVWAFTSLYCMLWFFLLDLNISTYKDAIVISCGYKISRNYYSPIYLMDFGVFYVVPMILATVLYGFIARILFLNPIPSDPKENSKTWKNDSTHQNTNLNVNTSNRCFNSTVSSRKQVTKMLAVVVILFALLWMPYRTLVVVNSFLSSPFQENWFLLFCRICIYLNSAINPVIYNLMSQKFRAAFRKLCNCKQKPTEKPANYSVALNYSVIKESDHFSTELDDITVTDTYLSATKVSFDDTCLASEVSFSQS
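In this calcium-flux screen, cells bearing human TRHR are dye-loaded with fluo-8, baselined for 10 cycles, then exposed to library compounds; positive kinetic calcium responses during the agonist phase mark hits, with TRH as control.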
TrxR1 substrate – qHTS Assay for Substrates of Mammalian Selenoprotein Thioredoxin Reductase 1 (TrxR1): qHTS; Thioredoxin reductase 1, cytoplasmic (Rattus norvegicus), O89049; purified TrxR1 substrate turnover, NADPH consumption readout; Potency, µM (series often up to 114 µM), for inactives: at the top dose activity change, negative = substrate turnover; 0.01% of 390,000 active; note: potency is the fitted concentration of half-maximal effect; % is set by controls: 0 for no effect and ±100 for the full control effect; nearly all actives have a fitted effect of over 50% in size
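Rat TrxR1, dispensed at 90 nM, was prereduced with 400 uM NADPH (final) for 5 min at ~22 deg C, then incubated with compound 15 min before 400 uM selenite. A first-read NADPH fluorescence drop versus no-compound background flagged substrates.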
PI4K2A inh – qHTS for small molecular inhibitors of PI4K2A. Phosphatidylinositol 4-kinase type 2-alpha (Homo sapiens), Q9BTU6. purified PI4K2A, ADP-Glo luminescence, 1 h; stronger effect = lower value. activity change, negative = inhibition, % at 76.9 µM. 0.13% of 420,000 active; in the data active = activity change below about -50%; inconclusive = mostly about -30% to -49%;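 note: -100% = wells without enzyme as full effect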
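ADP-Glo luminescence measured ADP generated by PI4K2A enzyme (4 ug/mL before mixing) with 1.2 mM PI substrate (pre-mix) and 300 microM ATP (pre-mix). Tris pH7.5 buffer with MgCl2, Triton X-100; 1 h reaction at ambient temperature.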
USP1 inh – Inhibitors of USP1/UAF1: Primary Screen; AID 743255, 2014; Ubiquitin carboxyl-terminal hydrolase 1 (Homo sapiens), O94782; Potency, µM (titrated, usually from 57.1 µM), inactives show at the top dose activity change, negative = inhibition, hits mostly inhibitors; 0.23% of 390,000 active; recombinant USP1/UAF1, Ub-Rhodamine cleavage fluorescence; note: potency is the fitted concentration of half-maximal effect; % is set by controls: 0 for no effect and ±100 for the full control effect; nearly all actives have a fitted effect of over 60% in size; inactives centre near -12
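USP1/UAF1 complex (1 nM) preincubated 15 min at room temperature with compound, then Ub-Rho substrate (150 nM final) added. Kinetic fluorescence at 480/540 nm over 6 reads at 60 s intervals; 50 mM HEPES pH 7.8, 0.5 mM EDTA, 0.1 mg/ml BSA, 1 mM TCEP, 0.01% Tween-20.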
TRHR enhancer – qHTS for Small Molecule Agonists and Allosteric Enhancers of Human TRH Receptor: Primary Screen for Enhancers | enhancement, % at 2 µM | 0.66% of 360,000 active | Thyrotropin-releasing hormone receptor (Homo sapiens), P34981 | TRHR cells, fluo-8 calcium fluorescence, EC20 TRH enhancement | AID 493056, 2011; in the data active = enhancement above about 30%; note: 0% is about no effect
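TRHR-expressing cells loaded with fluo-8 calcium dye were read kinetically (ex 480/em 530) during compound addition, then stimulated with an EC20 of TRH (10 nM final). Enhancement of the Gq-mediated intracellular calcium response was scored.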
Numbers without * were called inactive; ? = inconclusive; . = no result given; & = joins results of further samples; [ ] = another dose, or the depositor's remark. Unless noted, calls come from the whole dose curve; as a rule, active = well fitted inhibition curve with a large enough effect; inconclusive = small, poorly fitted or top-dose-only effect; inactive = no such curve, though single readings can be large or run the other way.

SMILES	IDH1 R132H inh	TrxR1 inh	D2 antagonist	D2 agonist	TRHR agonist	TrxR1 substrate	PI4K2A inh	USP1 inh	TRHR enhancer
O=C(COc1ccccc1)N(Cc1ccco1)c1ccc(O)cc1	-2%	3%[57.1 µM]	-11	0.3	-0.1	-2%	-3	-10%	0
CCOC(CNc1ncnc2c1cnn2C)OCC	7%	21%[57.1 µM]	13	0.1	0.5	9%[57.1 µM]	-1	-3%	2
Cc1cccc(N2CCN(C(=O)Nc3cn(CC(C)C)c(=O)c4ccccc34)CC2)c1C	2%	5%	.	-1.0	-0.8	2%	-15	?	-9
CCOCCc1nn2c(=O)cc(COC(=O)c3ccccc3NC(=O)C3CCCCC3)nc2s1	-11%	16%[57.1 µM]	.	.	-0.4	10%[57.1 µM]	-2	2%	0
CCC(CC)C(=O)c1c[nH]c(C(=O)NCc2ccncc2)c1	11%	-1%[57.1 µM]	20	0.8	0.0	14%	-14	?	-7
COc1ccccc1Nc1c2c(nc3ccc(NC(=O)c4ccccc4F)cc13)CCCC2	0%	9%	.	.	-0.2	-8%	-3	-18%	-5
COc1ccc(S(=O)(=O)N2CCCOC2CNC(=O)C(=O)NCCc2ccco2)cc1 (configuration not stated)	-2%	-28%	-9	-0.7	0.0	-5%	-2	2%	2
COc1ccc(N(CC(=O)NC2CCCCC2)C(=O)CNC(=O)c2cccs2)cc1	1%	19%[57.1 µM]	-10	0.6	0.0	9%[57.1 µM]	1	1%	5
COc1ccc(-c2nnc(SCC(=O)N3CCCc4ccccc43)o2)cc1OC	3%	10%	1	0.0	0.2	2%	-7	-11%	1
Cc1ccc2occ(CC(=O)N(Cc3ccc(Cl)cc3)C3CCS(=O)(=O)C3)c2c1 (configuration not stated)	2%	7%	.	.	0.7	-4%	0	-11%	-2
CCCCn1nnc(NC(=O)c2ccc(-c3cccc(Cl)c3)o2)n1	-3%	-4%	5	0.4	-0.3	19%	-5	-14%	0
COc1ccc(NC(=O)c2cc([N+](=O)[O-])ccc2O)cc1	22%	-20%	-4	5.7	1.2	-20%	-63*	-14%	0
CC1(C)CC(=O)C=C(NCCN2CCNCC2)C1	0%	-11%	9	0.8	0.3	2%	3	-17%	-3
Cc1ccc(OCC(=O)NNC(=O)c2ccccc2OCc2c(C)noc2C)cc1	0%	23%	12	1.8	-0.9	4%	4	-1%	2
CCOc1ccccc1-n1nnc(S(=O)(=O)c2ccc(C)cc2)c1N	9%	-9%	.	-0.2	0.2	-5%	-9	-25%	17

Part of the list above with just D2 agonist, D2 antagonist and IDH1 R132H inh.
SMILES | D2 agonist | D2 antagonist | IDH1 R132H inh
CCC(CC)C(=O)c1c[nH]c(C(=O)NCc2ccncc2)c1 | 0.8 | 20 | 11%
CCOCCc1nn2c(=O)cc(COC(=O)c3ccccc3NC(=O)C3CCCCC3)nc2s1 | . | . | -11%
CCOc1ccccc1-n1nnc(S(=O)(=O)c2ccc(C)cc2)c1N | -0.2 | . | 9%

New compounds follow
SMILES	IDH1 R132H inh	TrxR1 inh	D2 antagonist	D2 agonist	TRHR agonist	TrxR1 substrate	PI4K2A inh	USP1 inh	TRHR enhancer
CCc1nnc(NC(=O)CSCc2cc(=O)n3ccsc3n2)s1	-5%	18%	3	-0.2	-0.9	-4%	-1	-10%	-4
Cc1cc(C)c2c(n1)nn1c(N3CCN(c4ccccc4C)CC3)cc(C)nc21	-5%	18%[57.1 µM]	.	.	.	20%[57.1 µM]	0	-26%	.
CC12CCC(O)CC1=CCC1C2CCC2(C)C1CCC21CCC(=O)O1 (configuration not stated)	-3%	-8%	-1	1.4	0.1	-7%	10	3%	6
CC(=O)Nc1ccc(NC(=O)C(C)OC(=O)c2cc(S(=O)(=O)N3CCOCC3)ccc2Cl)cc1 (configuration not stated)	6%	-2%	-5	0.8	0.5	-8%	-3	-19%	-4
COCCCNC(=O)c1ccc2c(c1)nc(C)n2-c1cccc(C)c1	5%&-10%	4%	-11	0.4&-0.3	0.4&-0.7	2%	8&-1	-10%&-1%	2&-4
CCN(CC)S(=O)(=O)c1cccc(NC(=O)CSc2nnc(N)s2)c1	-5%	15%[57.1 µM]	5	1.4	0.1	1%[57.1 µM]	-2	2%	0
N#Cc1ccc(Cl)cc1NC(=O)CNCc1cccs1	2%	1%[57.1 µM]	-12	9.4	-0.9	7%	6	-14%	-3
O=[N+]([O-])c1cccc(-c2nc(-c3ccccc3)no2)c1	2%	11%[57.1 µM]	-11	0.7	-1.7	5%[57.1 µM]	-1	3%	6
Cc1ccc(CSCc2ccc(C(=O)NCCCN3CCOCC3)o2)cc1	1%	24%	3	0.0	-0.1	0%	0	-13%	2
CCOc1ccc(S(=O)(=O)N(CC(=O)Nc2cccnc2)c2ccccc2)cc1	12%	-11%	.	2.0	2.4	1%	3	-20%	-6
O=C(NCc1cccs1)C1CC(=O)N(Cc2ccccc2)C1 (configuration not stated)	0%	23%	.	.	.	6%	-8	-19%	.
Cc1ccccc1NC(=S)NC(NC(=O)c1ccco1)C(Cl)(Cl)Cl (configuration not stated)	-3%	?	1	-1.2	-0.4	-6%	4	-5%	-1
CC(C)c1nc2ccc(C(=O)Nc3ccccc3F)cc2o1	10%	10%[57.1 µM]	.	-0.1	0.3	3%[57.1 µM]	2	-17%	4
CC(=O)c1ccc(NC(=O)c2cc(-c3ccc(C)s3)nc3ccccc23)cc1	-3%	25%	.	0.7	0.8	69%[activator]	1	-7%	6
O=C(CC1C(=O)NCCN1Cc1c(F)cccc1Cl)NCc1ccccc1 (configuration not stated)	2%	28%[57.1 µM]	.	.	-0.1	-15%[57.1 µM]	-1	-17%	20

In the list so far, these contain a thiophene ring, fused or not:
SMILES	IDH1 R132H inh	TrxR1 inh	D2 antagonist	D2 agonist	TRHR agonist	TrxR1 substrate	PI4K2A inh	USP1 inh	TRHR enhancer
COc1ccc(N(CC(=O)NC2CCCCC2)C(=O)CNC(=O)c2cccs2)cc1	1%	19%[57.1 µM]	-10	0.6	0.0	9%[57.1 µM]	1	1%	5
N#Cc1ccc(Cl)cc1NC(=O)CNCc1cccs1	2%	1%[57.1 µM]	-12	9.4	-0.9	7%	6	-14%	-3
O=C(NCc1cccs1)C1CC(=O)N(Cc2ccccc2)C1 (configuration not stated)	0%	23%	.	.	.	6%	-8	-19%	.
CC(=O)c1ccc(NC(=O)c2cc(-c3ccc(C)s3)nc3ccccc23)cc1	-3%	25%	.	0.7	0.8	69%[activator]	1	-7%	6

(further entries)
SMILES	IDH1 R132H inh	TrxR1 inh	D2 antagonist	D2 agonist	TRHR agonist	TrxR1 substrate	PI4K2A inh	USP1 inh	TRHR enhancer
CCOC(=O)c1cccc(NC(=O)CN2CCN(c3ccc(OC)cc3)CC2)c1	3%	7%	8	-1.0	-0.7	4%	3	-17%	0
CC(C)C(NC(=O)/C=C/c1cccc([N+](=O)[O-])c1)C(C)C	0%	10%	7	-0.2	-0.1	2%	2	-5%	-7
Cc1nc2c3ccccc3nc(SCC(=O)c3ccc(Cl)cc3)n2n1	1%	-7%	-18	-1.7	0.7	-5%	6	-6%	1
CCOc1ccc(N2C(=O)/C(=C/c3cccs3)N(C)C2=S)cc1	-2%	1%	25	0.1	0.6	0%	2	-20%	-7
Oc1cccc(/C=N/c2c(-c3ccco3)nc3ccccn23)c1	8%	?	-5	-1.6	-0.3	68%[activator][57.1 µM]	-14	-17%	3
CCOc1ccc(Nc2c(S(=O)(=O)c3ccc(Cl)cc3)cnc3ccc(OCC)cc23)cc1	3%	29%	.	-0.1	0.3	7%	-2	-8%	-13
CCOc1ccc(N2CC(NC(=O)c3cccc4ccccc34)CC2=O)cc1 (configuration not stated)	0%	8%[57.1 µM]	3	0.3	-0.6	3%[57.1 µM]	2	-22%	4
O=C(CC(CC(=O)c1ccccc1)c1ccccc1)c1ccccc1	2%	21%	-20	-0.3	1.0	-4%	-1	-23%	-5
NC(=O)NC(=O)C(c1ccccc1)N1CCN(S(=O)(=O)c2ccc(Br)s2)CC1 (configuration not stated)	7%	18%	.	.	-0.2	-2%	-2	-12%	2
CCCC(=O)C1CCN(Cc2ccccc2)CC1	-2%	-12%	-5	0.8	0.6	-6%	2	-9%	-7
O=C(Nc1ccn(CCCNCc2ccc3[nH]ccc3c2)c(=O)n1)OCc1ccccc1	-8%	12%	.	.	.	3%	2	-24%	.
COC(=O)c1ccc(N2CCN(CC(=O)c3ccc(C)cc3)CC2)c([N+](=O)[O-])c1	0%	-16%	.	.	.	-1%	0	4%	.
O=C(CCOc1ccccc1)Nc1ccnn1C1CCN(CCc2ccccc2)CC1	-3%	21%	29	0.7	0.5	-3%	-2	-4%	-10
